MEKK2 mut-MEK5: signal of MEK5 binding to mutant human MEKK2 PB1 domain. bead flow cytometry, Alexa488-MEK5 binding to MEKK2 mutant. percent response, % at 10 µM. actives 0.35% (n = 290,000). AID 1530; in the data active = percent response above about 24%, passing the limit was not always enough; note: inactives centre near 1; some results filed as inactive read as strong as hits; reference of the scale not given here
MEKK2 WT-MEK5: raises or lowers MEK5 binding to wildtype human MEKK2 PB1 domain. bead flow cytometry, Alexa488-MEK5 binding to MEKK2 WT; actives lie on both sides. binding response (% of control), % at 10 µM. actives 1.1% (n = 290,000); in the data active = binding response below about 67% or above about 130%
V1R ag counter: V1a receptor agonism, counter-screen for OXTR agonists; P37288; CHO-V1R cells, Fluo-8 calcium fluorescence, agonist mode; 0% DMSO, 100% 3 nM vasopressin; activation, % at 3 µM; actives 0.25% (n = 320,000); AID 2797;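 active = activation above the mean activation of all tested compounds plus 3 SD, per screening run, cut at about 20% in these data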;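 note: signal is peak over basal fluorescence ratio across a 100 second FLIPR read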
GalR3 antagonist: blocks the human galanin receptor 3; O60755; HEK293 GalR3-CNG cAMP membrane potential fluorescence; galR3 body fused to GalR1 C-terminus; inhibition, % at 3 µM; actives 0.44% (n = 360,000); AID 651719;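 active = inhibition above the screen-wide average plus 3 SD, cut at about 13% in these data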;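 note: forskolin and galanin both at EC90 stimulate the cells; cAMP rise reported by CNG channel membrane potential dye signal; 0% = forskolin plus galanin with DMSO and 100% = forskolin alone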
MEKK3 PB1 HTS: MEKK3-MEK5 PB1 interaction, increase or decrease. bead-based flow cytometry, Alexa488-MEK5 binding to MEKK3; actives lie on both sides; 0 = blocked by unlabeled MEK5, 100 = vehicle. binding response (% of control), % at 10 µM. Q99759. AID 1529. actives 1.4% (n = 290,000);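 active = binding response more than 3 SD above or below the average of its plate-row segment, actives on both sides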;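 note: Alexa488 bead fluorescence after subtracting the streptavidin-only scavenger bead signal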
Target sequence (Q99759 whole entry, looked up): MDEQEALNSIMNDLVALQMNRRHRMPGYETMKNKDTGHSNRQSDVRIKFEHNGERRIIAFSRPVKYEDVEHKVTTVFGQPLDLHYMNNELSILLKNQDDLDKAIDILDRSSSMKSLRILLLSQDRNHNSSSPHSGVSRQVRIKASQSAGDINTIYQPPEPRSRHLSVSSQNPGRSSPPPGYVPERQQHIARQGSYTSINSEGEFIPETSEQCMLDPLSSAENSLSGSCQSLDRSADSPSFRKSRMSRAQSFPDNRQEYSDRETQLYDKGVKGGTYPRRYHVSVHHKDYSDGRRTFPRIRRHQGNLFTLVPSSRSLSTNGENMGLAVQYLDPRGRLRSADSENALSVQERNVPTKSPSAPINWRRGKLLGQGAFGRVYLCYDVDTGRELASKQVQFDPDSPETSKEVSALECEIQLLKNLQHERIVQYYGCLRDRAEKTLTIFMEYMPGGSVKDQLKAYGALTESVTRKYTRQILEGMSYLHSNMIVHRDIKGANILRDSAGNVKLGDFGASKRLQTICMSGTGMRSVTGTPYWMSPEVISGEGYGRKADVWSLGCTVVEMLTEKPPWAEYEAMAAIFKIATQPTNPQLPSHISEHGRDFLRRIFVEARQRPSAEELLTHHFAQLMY
OXTR ag: activates the human oxytocin receptor | P30559 | CHO-OTR cells, Fluo-8 calcium fluorescence; normalized: DMSO 0%, oxytocin 100% | activation, % at 3 µM | actives 0.32% (n = 320,000) | AID 2435;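 active = activation above the mean of all tested compounds plus 3 SD, cutoff set per screening run, cut at about 20% in these data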;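 note: peak over basal fluorescence ratio from a 100 s FLIPR kinetic read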
Target sequence (P30559 whole entry, looked up): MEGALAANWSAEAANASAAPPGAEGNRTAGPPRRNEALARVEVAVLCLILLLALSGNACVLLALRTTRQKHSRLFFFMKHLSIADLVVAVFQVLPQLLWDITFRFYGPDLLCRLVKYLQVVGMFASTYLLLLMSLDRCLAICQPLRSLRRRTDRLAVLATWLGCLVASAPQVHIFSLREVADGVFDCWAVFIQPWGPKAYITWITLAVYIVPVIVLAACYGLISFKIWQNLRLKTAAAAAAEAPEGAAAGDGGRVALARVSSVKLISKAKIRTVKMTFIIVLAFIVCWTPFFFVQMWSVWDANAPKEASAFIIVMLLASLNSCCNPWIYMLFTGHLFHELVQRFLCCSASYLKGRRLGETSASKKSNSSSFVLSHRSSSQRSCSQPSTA
PHOSPHO1 inh: blocks human PHOSPHO1 phosphatase activity; AID 1565; actives 1.1% (n = 290,000); Q8TCT1; inhibition, % at 13.3 µM; recombinant PHOSPHO1, absorbance phosphatase assay; in the data active = inhibition above about 60%
NALP1 yeast inh: inhibitors of NALP1 inflammasome in yeast. inhibition, % at 10 µM. actives 0.61% (n = 280,000). AID 2071. S. cerevisiae NALP1/ASC/caspase-1 growth, X-gal OD620, 72 h; in the data active = inhibition mostly above about 24%, no sharp cut-off; inactive = mostly below about 32%; note: some compounds called inactive have numbers as strong as hits
GPR7 antag: human neuropeptides B/W receptor 1 antagonism; P48145; GPR7-expressing cells, fluorescence antagonist assay; inhibition, % at 4.4 µM; actives 1.1% (n = 290,000); in the data active = inhibition above about 16%, passing the limit was not always enough;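 note: cells stimulated with the agonist NPW; 0% = agonist with vehicle and 100% = vehicle without agonist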
Starred values were filed as active, the others as inactive; / = no result given; [ ] = remark or other dose.

SMILES	MEKK2 mut-MEK5	MEKK2 WT-MEK5	V1R ag counter	GalR3 antagonist	MEKK3 PB1 HTS	OXTR ag	PHOSPHO1 inh	NALP1 yeast inh	GPR7 antag
CC(C)[C@H](N)C(=O)NC[C@H](CC(=O)NC[C@H]1CC[C@H](C(=O)O)CC1)c1ccc(Cl)cc1	1.0	106.0	-0.1	-7.3	103.0	1.1	5.5	-8.2	5.6
CCOC(=O)CC1(NC(=O)C2CCC(=O)N(Cc3ccccc3F)C2)CCCCC1 (configuration not stated)	-11.0	100.0	0.2	-9.4	99.0	-0.1	-11.4	27.3	15.0
CC(SCc1ccccc1)C(=O)Nc1ccccc1 (configuration not stated)	4.0	105.0	-0.5	-0.5	105.0	-0.9	24.1	11.1	-13.5
CC(C)(C)NC(=O)CCSc1nnc(-c2ccco2)o1	-1.0	101.0	1.2	-0.3	97.0	-1.0	19.9	17.1	-14.1
CCn1nnc(NC(=O)c2ccc([N+](=O)[O-])o2)n1	0.0	100.0	-0.3	-4.7	101.0	0.3	37.3	7.9	-9.4
Cn1c(SCc2ccccc2)nnc1C1CCCNC1 (configuration not stated)	4.0	103.0	1.5	0.0	101.0	0.5	11.4	-10.5	-6.3
CCS(=O)(=O)c1ccc(O)c(NC(=O)Nc2ccccc2OC)c1	0.0	98.0	2.6	-2.8	96.0	-0.7	32.2	/	-7.3
O=C(NCCc1ccccc1)C(c1ccccc1F)N(C(=O)c1csnn1)C1CC1 (configuration not stated)	1.0	92.0	2.2	-5.2	100.0	0.4	36.0	4.1	-3.6
N#Cc1nc(-c2ccco2)oc1NCc1ccc(F)cc1	1.0	97.0	-1.3	-2.3	96.0	-2.3	1.3	7.3	4.8
CCOc1ccc(CCNC(=O)C2CCCN(c3nn4c(=O)cc(C)nc4s3)C2)cc1OCC (configuration not stated)	-1.0	94.0	-1.5	-4.0	94.0	-2.7	-1.4	8.3	-12.2
CN(CC(=O)N1CCN(c2ncccn2)CC1)S(=O)(=O)c1ccc(Cl)cc1	-2.0	97.0	-0.1	2.4	103.0	-0.5	-3.9	7.3	1.7
CCOP(=O)(OCC)C(NC(=O)Nc1ccc(Cl)c(Cl)c1)c1ccccc1 (configuration not stated)	1.0	100.0	0.9	-1.0	100.0	3.2	-18.5	34.9	16.0
COc1ccccc1NC(=O)CSc1n[nH]c(-c2cccnc2)n1	-2.0	99.0	2.2	-10.8	101.0	0.4	19.0	35.1	6.0
CCN(CC(=O)NC(C)(C)C)C(=O)CCl	0.0	104.0	1.7	-3.3	136.0*	0.9	6.0	27.7	-1.5
CN(C)C(CNC(=O)c1ccc2nc[nH]c2c1)c1ccccc1 (configuration not stated)	-2.0	93.0	-0.4	-4.0	95.0	0.3	27.1	12.4	-8.7
CC(=O)N1N=C(c2ccccc2)CC1c1cn(Cc2ccccc2)c2ccccc12 (configuration not stated)	2.0	106.0	0.0	-2.4	122.0	-1.1	24.5	39.3	-3.5
O=C(O)c1ccc(/C=C2\CCCc3c2nc2ccccc2c3C(=O)O)cc1	3.0	103.0	0.1	-4.6	103.0	-0.7	30.4	0.0	-17.6
Cc1cccc(NC(=O)/C(=C\c2ccc([N+](=O)[O-])o2)NC(=O)c2ccc(Cl)cc2)c1	11.0	111.0	-0.7	-1.6	100.0	-0.7	1.1	21.5	-4.6
CSc1ccccc1C(=O)NCc1ccc(F)cc1	2.0	100.0	-0.1	-1.4	103.0	0.0	51.4	5.0	-3.6
COc1ccc2[nH]c(C(=O)NCCN3CCOCC3)cc2c1	-7.0	85.0	1.7	-6.6	93.0	-0.3	10.5	5.1	-15.6
CC(C)c1ccccc1NC(=O)COC(=O)c1cc(=O)[nH]c(=O)[nH]1	-1.0	96.0	-0.1	-4.4	102.0	0.8	-32.1	10.2	-13.4
O=C(O)CN1C(=O)c2cccc(Oc3ccc(Cl)cc3)c2C1=O	4.0	112.0	1.2	-6.2	105.0	0.3	33.7	4.5	4.1
Cn1c(C(=O)N[C@@H](C(=O)O)c2ccccc2)cc2cc(Cl)ccc21	6.0	106.0	0.6	-9.1	107.0	1.6	22.7	-0.9	-5.3
N#Cc1c(SCC(=O)N2CCCCC2)nsc1SCC(=O)N1CCCCC1	13.0	110.0	4.2	-3.6	102.0	2.3	-13.5	1.6	4.7
COc1ccccc1S(=O)(=O)Nc1cc(C)nn1-c1ccc(C)cc1	-5.0	100.0	1.4	-4.7	99.0	-0.6	27.9	3.4	0.6
The list continues:
SMILES	MEKK2 mut-MEK5	MEKK2 WT-MEK5	V1R ag counter	GalR3 antagonist	MEKK3 PB1 HTS	OXTR ag	PHOSPHO1 inh	NALP1 yeast inh	GPR7 antag
O=C(NNC(=O)C1CC1)c1cc2cc3ccccc3nc2s1	-7.0	92.0	0.4	-1.6	89.0	0.7	30.5	12.3	-9.4
COCc1cc(C)nc(N/N=C/c2ccc(-c3ccc(Cl)cc3[N+](=O)[O-])o2)c1C#N	2.0	93.0	/	3.5	100.0	/	-18.4	10.0	7.5
Cc1ccc(NC(=O)c2ccc(COc3ccc4c(c3)CCC4)cc2)c(C)c1	6.0	100.0	-0.6	-0.3	92.0	-1.5	13.9	30.8	-5.6
Cc1ccsc1/C=N/NC(=O)c1nnn(-c2nonc2N)c1CN(C)c1ccccc1	1.0	96.0	6.6	-2.3	102.0	6.2	18.1	-7.3	-13.0
CN1CCN(S(=O)(=O)c2ccc(NC(=S)NC(=O)c3ccc(Cl)cc3)cc2)CC1	/	/	/	-2.4	/	/	49.5	4.3	3.0
Cc1ccc(N=C2C(=S)N(c3ccc(C)cc3)C(=N)N2/N=C/c2ccc(Cl)cc2)cc1	-1.0	100.0	-1.0	-6.0	117.0	-1.7	-35.3	10.1	-14.1
O=C(/C=C/c1ccco1)c1cccnc1	-1.0	98.0	1.0	-9.4	96.0	0.3	27.0	12.3	-21.0
COc1ccc(CN(CCC#N)CCC2(c3ccccc3)CC(C)N(C)CC2C)cc1OC (configuration not stated)	-10.0	99.0	0.3	1.6	92.0	0.6	31.8	-14.3	-12.0
COCCn1cnnc1SCC(=O)Nc1cccc(S(=O)(=O)N2CCCCCC2)c1	-2.0	103.0	0.9	-1.2	100.0	-2.0	-23.6	18.7	20.0*
S=C1SCN(Cc2ccccc2)CN1Cc1ccccc1	3.0	101.0	/	-7.0	100.0	/	-20.9	4.3	8.2
Cc1ccc(-n2ncc(C(=O)N3CCN(C(=O)c4ccco4)CC3)c2C2CCN(C(=O)OC(C)(C)C)CC2)cc1C	-5.0	98.0	0.3	-4.0	102.0	-0.8	24.0	0.5	2.9
Cc1ccccc1-n1ncc2c1CC(C)(C)CC2NC(=O)CCC(F)(F)F (configuration not stated)	0.0	93.0	-1.2	-5.1	92.0	-1.2	39.1	0.8	-10.0
O=C(NCCc1ccco1)C(=O)NCC1OCCCN1S(=O)(=O)c1ccc(F)cc1 (configuration not stated)	-1.0	92.0	1.7	-0.8	91.0	0.2	46.2	18.4	23.7*
CCCCCSc1nc2c(cnn2-c2ccccc2)c(=O)[nH]1	2.0	101.0	1.1	-0.4	97.0	0.1	2.9	11.1	-10.3
CNC(=O)c1cc2cc(OC)ccc2n1CCN(Cc1ccccc1)Cc1ccccc1	9.0	99.0	2.1	-4.8	102.0	-1.2	13.1	8.9	8.0
Cc1ccc2c(c1)C1(OCCCO1)C(=O)N2	8.0	107.0	-0.2	-4.2	105.0	-0.2	20.1	12.4	-11.7
COc1ccc2c(-c3ccccc3)cc(SCC(=O)N(C)C)nc2c1	-4.0	98.0	-0.8	-6.6	102.0	-0.8	-10.0	-14.3	-2.7
O=C(NCCCN1CCOCC1)c1cc(-c2cccs2)on1	11.0	105.0	1.3	-4.7	102.0	0.8	-6.6	15.0	-14.2
CN(Cc1cn(C)nc1-c1cccc(Cl)c1)CC1CCCCO1 (configuration not stated)	-1.0	101.0	0.6	-4.4	99.0	0.4	10.9	-3.0	4.5
CCOC(=O)C(=O)Nc1sc(C(=O)N2CCOCC2)c(C)c1C#N	-6.0	100.0	0.3	-7.0	106.0	1.0	11.7	0.8	-9.5
CCC(=O)NC(=S)Nc1ccc(NC(=O)CC)cc1	-3.0	97.0	0.3	1.6	98.0	0.1	6.3	2.2	-9.0
COC(=O)c1nc(NC(=O)c2ccc(C(C)(C)C)cc2)n[nH]1	-1.0	106.0	/	-1.6	105.0	/	17.2	-0.8	-7.8
O=C(COc1ccccc1)NCC1(N2CCCCC2)CCCCC1	31.0	147.0*	-0.7	-4.3	103.0	-1.6	16.3	1.3	-2.2
Cc1ccc(NC2CCCN(C(=O)c3ccoc3)C2)cc1C (configuration not stated)	-1.0	97.0	1.4	-1.0	100.0	0.4	-5.0	10.1	-15.9
COc1ccc(C(=O)COC(=O)CCn2nnc(-c3cccs3)n2)cc1	-3.0	93.0	3.4	-8.0	92.0	7.6	52.0	9.0	-7.4

Record cards, as listed above:
S=C1SCN(Cc2ccccc2)CN1Cc1ccccc1 reads MEKK2 mut-MEK5: 3.0; MEKK2 WT-MEK5: 101.0; V1R ag counter: /; GalR3 antagonist: -7.0; MEKK3 PB1 HTS: 100.0; OXTR ag: /; PHOSPHO1 inh: -20.9; NALP1 yeast inh: 4.3; GPR7 antag: 8.2
Cc1ccc(NC(=O)c2ccc(COc3ccc4c(c3)CCC4)cc2)c(C)c1 reads MEKK2 mut-MEK5: 6.0; MEKK2 WT-MEK5: 100.0; V1R ag counter: -0.6; GalR3 antagonist: -0.3; MEKK3 PB1 HTS: 92.0; OXTR ag: -1.5; PHOSPHO1 inh: 13.9; NALP1 yeast inh: 30.8; GPR7 antag: -5.6
Cc1ccc(NC2CCCN(C(=O)c3ccoc3)C2)cc1C (configuration not stated) reads MEKK2 mut-MEK5: -1.0; MEKK2 WT-MEK5: 97.0; V1R ag counter: 1.4; GalR3 antagonist: -1.0; MEKK3 PB1 HTS: 100.0; OXTR ag: 0.4; PHOSPHO1 inh: -5.0; NALP1 yeast inh: 10.1; GPR7 antag: -15.9

(more compounds)
SMILES	MEKK2 mut-MEK5	MEKK2 WT-MEK5	V1R ag counter	GalR3 antagonist	MEKK3 PB1 HTS	OXTR ag	PHOSPHO1 inh	NALP1 yeast inh	GPR7 antag
CC(=O)NC(C(=O)N1CCC(c2nc3ccccc3s2)CC1)C(C)C (configuration not stated)	7.0	113.0	1.1	-1.8	105.0	-0.5	23.8	5.7	-8.4
O=C(Nc1ccc(F)c(F)c1)c1cccnc1	4.0	104.0	1.4	-0.3	102.0	-0.1	-5.4	-0.7	-3.8
NS(=O)(=O)c1ccc(CCNC(=O)CSc2ccc(Cl)cc2Cl)cc1	-13.0	43.0*[inhibitor]	-0.6	-3.9	40.0*[inhibitor]	0.6	29.8	/	-5.2
CC(Nc1ccc2c(c1)OCCO2)C(=O)N1CCc2ccccc21 (configuration not stated)	-3.0	95.0	1.2	1.2	102.0	0.7	19.2	7.9	-9.6
CC(=O)Nc1ccc(S(=O)(=O)CCC#N)cc1	0.0	99.0	-0.2	-4.2	100.0	-0.7	-19.8	-65.1	-7.8
CCCCOc1ccc(Cc2c(COCC)[nH]c(=S)[nH]c2=O)cc1	-12.0	91.0	-1.6	-3.3	101.0	-1.9	-8.7	-8.9	-7.0
Cc1cc(-c2ccc(N3CCOCC3)cc2)nc2ccccc12	10.0	110.0	1.5	-4.8	102.0	-0.5	-8.9	20.0	2.5
CC(=O)N1CCN(C(=O)Cn2c(=O)oc3ccccc32)CC1	2.0	105.0	3.1	-2.4	103.0	0.3	-9.1	11.0	3.2
CSc1nnnn1-c1cccc(O)c1	0.0	112.0	2.0	-3.5	109.0	3.1	10.9	27.0	-16.2
CCOC(=O)C1CCN(C(=O)c2ccc(N(C)S(C)(=O)=O)cc2)CC1	2.0	103.0	0.6	-0.5	102.0	-0.6	13.8	10.2	9.4

Source: PubChem (several laboratories)
